WT yeast gro inh: growth inhibition of WT yeast, mitochondrial fusion screen | mitochondrial fusion phenotypic screen, WT strain | inhibition, % at 10 µM | 190,000 tested, 2.1% active; in the data active = inhibition above about 58%; tested in S. cerevisiae
XIAP displacement: XIAP antagonists, biochemical, IAP family, fluorescence polarization (AID 1018). 200,000 tested, 0.007% active. one-dose displacement, % at 20 µM; IC50 in µM for titrated hits. XIAP BIR domain, fluorescence polarization peptide displacement; higher % means a stronger effect; in the data active = displacement above about 50%; note: a part of the inactive calls stands beside numbers as strong as those of hits
PhoP inhibition: inhibitors of PhoP regulon expression, primary screen, Salmonella Typhimurium, GFP reporter (AID 1863). inhibition, % at 50 µM, or IC50 in µM where a hit was titrated. 300,000 tested, 0.16% active. S. Typhimurium PhoP-regulated promoter GFP reporter, 4 h; higher % means a stronger effect;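 active = inhibition over 29.93%, a cutoff 3 SD above the screen mean, later confirmed by dose response; inconclusive = inhibition over 29.93% but no dose response follow-up; inactive = inhibition at most 29.93% or unconfirmed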;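 note: 0% = low Mg2+ inducing control and 100% = high Mg2+ repressing control; strong numbers were not always called active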
Myeloid diff 2: promotes myeloid progenitor differentiation | ER-HoxA9 myeloid progenitors, lysozyme-GFP differentiation, flow cytometry | calls only at 10 µM | 360,000 tested, 1% active | AID 624256;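 active = normalized GFP-positive differentiation at or above the plate's own cutoff, the solvent-only control mean plus 3 SD; inconclusive = no clear call, values can overlap the other calls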;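 note: cells exposed to compound for four days before flow analysis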
Siah-1 displacement: blockers of Siah-1 interaction with plectin peptide – biochemical, fluorescence polarization, rhodamine-plectin, uHTS, primary screen (AID 1817); Siah-1 / rhodamine-plectin peptide fluorescence polarization; higher % means a stronger effect; 290,000 tested, 0.02% active; displacement, % at 20 µM, or IC50 in µM where a hit was titrated;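 active = displacement of at least 50% at 20 µM, with a fluorescence ratio check between 0.3 and a set limit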;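 note: plate controls were Siah plus tracer with DMSO for no effect and tracer alone without Siah for full effect; strong numbers were not always called active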
TNAP activators: stimulation of alkaline phosphatase TNAP activity – biochemical, luminescent, no phosphate acceptor, uHTS, primary screen (AID 1001); purified TNAP, luminescent activation assay, no phosphate acceptor; higher activation fold means a stronger effect; activation fold at 20 µM, or EC50 in µM where a hit was titrated; 200,000 tested, 0.03% active; in the data active = activation fold from about 3, or a potency from the dose series; inactive = the rest, 99 in 100 with activation fold below about 1.6; note: many of its hits are not listed in these tables
human PMI inhibitors: human PMI inhibitors, high substrate, primary screen, biochemical, fluorescence intensity, high mannose 6-phosphate (AID 1220); recombinant PMI enzyme, coupled fluorescence intensity; higher % means a stronger effect; inhibition, % at 20 µM, or IC50 in µM where a hit was titrated; 190,000 tested, 0.66% active
PMI inhibitors: MPI enzyme activity inhibition – biochemical, fluorescence intensity, coupled assay, primary screen (AID 1209); purified PMI enzyme, coupled fluorescence intensity; higher % means a stronger effect; inhibition, % at 20 µM; hits with a dose series show IC50 in µM; 190,000 tested, 0.42% active;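 note: plate controls were DMSO vehicle for no effect and wells lacking substrate for full effect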
RSV CPE inhibition: RSV antiviral activity via CPE protection, HEp-2 cells, primary 10 µM value included (AID 2391). CPE inhibition, % at 10 µM, or IC50 in µM where a hit was titrated. HEp-2 cells, RSV-induced CPE inhibition; higher % means a stronger effect. 310,000 tested, 0.13% active; in the data active = a potency from the dose series; inconclusive = CPE inhibition mostly from about 23% at the one dose, without a potency; inactive = the rest, 99 in 100 with CPE inhibition below about 21%; note: strong numbers were not always called active
WT yeast gro inh mutant strain: recorded beside WT yeast gro inh, whose call it bears; inhibition, %; mitochondrial fusion phenotypic screen, mutant strain inhibition
Myeloid diff 2 GFP+ MAC1+ %: recorded beside Myeloid diff 2, whose call it bears; GFP+ MAC1+ double positive, %; measured here: differentiation confirmed by MAC1 staining
Active calls of the source: *; i = inactive; ? = inconclusive; nt = not tested or not shown. Cut-off read from the data, not from the text of the source, unless noted: active = inhibition above about 50%; inactive = the rest.

SMILES	WT yeast gro inh	WT yeast gro inh mutant strain	XIAP displacement	PhoP inhibition	Myeloid diff 2	Myeloid diff 2 GFP+ MAC1+ %	Siah-1 displacement	TNAP activators	human PMI inhibitors	PMI inhibitors	RSV CPE inhibition
Cc1cc(C)n(C(=O)CCNC(=O)c2ccccc2Cl)n1	2.0	-7.2	-4.5%	2.9%	i	1.5	13.1%	1.1	-7.1%	-6.7%	1.2%
COCCCn1c(=O)c2sccc2n(Cc2ccccc2C)c1=O	nt	nt	nt	11.0%	i	0.3	4.6%	nt	nt	nt	0.5%
COc1cccc(CN(C)C(=O)c2cccc(OC3CCN(C4CCCC4)CC3)c2)c1	3.4	-0.7	-2.8%	8.1%	i	0.5	-1.6%	1	1.5%	5.0%	-1.1%
COC(=O)Cn1c(=NC(=O)c2cc(-c3cccs3)nc3ccccc23)sc2cc(S(N)(=O)=O)ccc21	-9.2	-4.8	-2.9%	15.6%	i	0.7	6.1%	1.2	-14.1%	-2.1%	18.1%
C[C@@H]1CN(C(=O)c2ccc(OC3CCN(S(=O)(=O)N(C)C)CC3)cc2)C[C@H](C)O1	nt	nt	nt	1.9%	i	0.5	1.2%	nt	nt	nt	0.6%
COc1ccc(N2C(=O)CCC(C(=O)N3CCCCC3)C2c2ccc(F)cc2)cc1 (stereo unspecified)	10.4	4.2	-3.6%	5.1%	i	1.7	3.0%	1.1	3.0%	8.7%	0.8%
O=C(O)c1cccc(Nc2ncnc3ccc(Br)cc23)c1	nt	nt	nt	-6.7%	i	0.7	2.2%	nt	nt	nt	-1.1%
Cc1cccc(N(CC(=O)Nc2ccc(F)cc2)S(C)(=O)=O)c1	-1.4	-9.2	-4.7%	-8.2%	i	2.0	-0.7%	1	4.5%	-2.5%	3.6%
CCC(=O)c1c(OCc2ccccc2)ccc2c(C)cc(=O)oc12	-0.7	-14.1	-3.9%	-6.2%	nt	nt	3.6%	1	-6.0%	-13.5%	7.0%
O=C(O)CC1(CC(=O)NCc2ccc(F)cc2)CCCCC1	nt	nt	nt	4.4%	i	0.6	4.4%	nt	nt	nt	0.2%
COc1ccc(-c2ccnc3c(C#N)cnn23)cc1	5.8	1.7	-0.6%	-6.8%	i	0.1	-6.6%	1	-8.4%	-3.1%	20.4%
CSc1ccc(/C=N/N2CCN(Cc3ccc(Cl)cc3)CC2)cc1	24.4	21.9	-4.9%	6.2%	i	0.7	-3.5%	1	-1.0%	0.4%	?
N#C/C(=C\c1cccc(Cl)c1)C(=O)c1ccccc1	nt	nt	nt	-2.0%	i	0.4	5.5%	nt	nt	nt	0.6%
c1cc(CNC2=NCCCCC2)ccn1	13.3	8.2	1.5%	8.2%	i	0.4	2.9%	1.1	-11.3%	-3.7%	0.4%
COC(=O)c1ccc(N2NC(=O)/C(=C/c3cc(OC)c(OC)c(OC)c3)C2=O)cc1	nt	nt	nt	-4.0%	i	0.8	2.0%	nt	nt	nt	0.2%
CCOC(=O)N1CCN(C(=O)CS(=O)Cc2nc(-c3cccc(C)c3)oc2C)CC1 (stereo unspecified)	12.5	0.7	-4.5%	-3.8%	i	3.4	3.1%	1.1	-2.9%	4.9%	1.9%
CC(C)Nc1nc(Cl)nc(N(C#N)CN2C(=O)c3ccccc3S2(=O)=O)n1	nt	nt	nt	10.3%	i	0.2	12.3%	nt	nt	nt	3.2%
CN1C(=O)C(CCC(N)=O)NC1=S (stereo unspecified)	nt	nt	nt	-10.4%	i	1.9	-1.7%	nt	nt	nt	1.8%
N#Cc1cc2c(nc1SCC(=O)O)CCCCC2	nt	nt	nt	-6.6%	i	0.5	-3.8%	nt	nt	nt	0.4%
Cc1cccc(C)c1NC(=O)NCCSc1snnc1C	-8.8	15.9	-7.8%	0.2%	i	0.5	-0.9%	1	0.1%	0.9%	1.5%
CC1=CC(C)(C)N(C(=O)CSc2ncn[nH]2)c2ccccc21	8.4	5.5	-3.0%	-5.9%	i	0.2	-3.8%	1.1	-9.5%	-10.1%	0.1%
Cc1ccc(C)c(NS(=O)(=O)c2c(C)[nH]c(C)c2C(=O)N2CCCCC2)c1	nt	nt	nt	-0.1%	i	0.0	-2.3%	nt	nt	nt	15.6%
O=C(COC(=O)c1cn(-c2ccccc2)nc1-c1ccccc1)c1ccc([N+](=O)[O-])cc1	27.2	-5.8	-1.1%	-17.0%	nt	nt	6.5%	1.1	-0.5%	40.1%	?
COc1cccc(CN(C)C(=O)Cc2c[nH]c3ccccc23)c1OC	nt	nt	nt	-2.7%	i	1.9	-2.0%	nt	nt	nt	10.5%
CCOC(=O)c1c[nH]c2c(Cl)c(Cl)ccc2c1=O	1.4	4.2	-7.6%	-7.4%	i	0.9	5.6%	1.1	11.6%	17.5%	3.6%
COc1ccc(CNC(=O)COC(=O)/C=C/c2ccc(S(=O)(=O)N3CCOCC3)cc2)cc1	3.6	4.8	-3.7%	-6.8%	i	0.1	9.8%	1.1	-1.5%	-2.6%	0.2%
CCc1nnc(NC(=O)CSc2nnc(-c3ccccc3OC)n2-c2ccc(C)cc2)s1	13.0	22.6	-21.8%	-0.4%	i	0.5	1.1%	1.1	-3.0%	3.3%	2.5%
Cc1cc(C(C)c2ccccc2)c(O)c(CN2CCOCC2)c1C (stereo unspecified)	-1.6	-8.1	-7.6%	33.1%	i	1.0	-4.7%	1	14.5%	14.7%	3.4%
C=CCn1c(SCC(=O)Nc2ccccc2OC)nc(O)c(CC)c1=O	5.3	12.5	-4.2%	-3.6%	i	3.0	2.9%	1.2	-9.4%	-4.9%	1.0%
OCCN1CCN(c2ncnc3sc(-c4ccccc4)cc23)CC1	-5.3	-16.3	-4.1%	-4.2%	i	0.8	0.7%	1.3	2.8%	0.9%	-2.1%

Ordered by length of the SMILES (ascending): some entries from above
SMILES	WT yeast gro inh	WT yeast gro inh mutant strain	XIAP displacement	PhoP inhibition	Myeloid diff 2	Myeloid diff 2 GFP+ MAC1+ %	Siah-1 displacement	TNAP activators	human PMI inhibitors	PMI inhibitors	RSV CPE inhibition
CN1C(=O)C(CCC(N)=O)NC1=S (stereo unspecified)	nt	nt	nt	-10.4%	i	1.9	-1.7%	nt	nt	nt	1.8%
N#Cc1cc2c(nc1SCC(=O)O)CCCCC2	nt	nt	nt	-6.6%	i	0.5	-3.8%	nt	nt	nt	0.4%
Cc1cccc(C)c1NC(=O)NCCSc1snnc1C	-8.8	15.9	-7.8%	0.2%	i	0.5	-0.9%	1	0.1%	0.9%	1.5%
Cc1cc(C(C)c2ccccc2)c(O)c(CN2CCOCC2)c1C (stereo unspecified)	-1.6	-8.1	-7.6%	33.1%	i	1.0	-4.7%	1	14.5%	14.7%	3.4%
CC1=CC(C)(C)N(C(=O)CSc2ncn[nH]2)c2ccccc21	8.4	5.5	-3.0%	-5.9%	i	0.2	-3.8%	1.1	-9.5%	-10.1%	0.1%
CCc1nnc(NC(=O)CSc2nnc(-c3ccccc3OC)n2-c2ccc(C)cc2)s1	13.0	22.6	-21.8%	-0.4%	i	0.5	1.1%	1.1	-3.0%	3.3%	2.5%
CCOC(=O)N1CCN(C(=O)CS(=O)Cc2nc(-c3cccc(C)c3)oc2C)CC1 (stereo unspecified)	12.5	0.7	-4.5%	-3.8%	i	3.4	3.1%	1.1	-2.9%	4.9%	1.9%
Cc1ccc(C)c(NS(=O)(=O)c2c(C)[nH]c(C)c2C(=O)N2CCCCC2)c1	nt	nt	nt	-0.1%	i	0.0	-2.3%	nt	nt	nt	15.6%

Additional entries.
SMILES	WT yeast gro inh	WT yeast gro inh mutant strain	XIAP displacement	PhoP inhibition	Myeloid diff 2	Myeloid diff 2 GFP+ MAC1+ %	Siah-1 displacement	TNAP activators	human PMI inhibitors	PMI inhibitors	RSV CPE inhibition
COc1ccccc1CN1C(=O)[C@@H]2C(CCC(N)=O)NC3(C(=O)Nc4c3ccc(Cl)c4C)[C@@H]2C1=O (stereo partly specified)	1.8	5.8	-8.5%	-9.2%	i	1.6	1.1%	1.1	4.3%	3.4%	1.6%
O=S(=O)(N/N=C\c1cccc(F)c1)c1ccccc1	nt	nt	nt	-2.2%	i	0.8	6.7%	nt	nt	nt	0.7%
CC(C)(C)n1nc2c(c1NC(=O)c1ccc(C(F)(F)F)cc1)CS(=O)(=O)C2	nt	nt	nt	-1.9%	i	3.3	-2.9%	nt	nt	nt	3.0%
CC(=O)Nc1ccc(O)c(-c2nc3ccccc3s2)c1	-0.5	6.1	3.8%	-3.2%	i	0.3	-0.4%	1.2	19.4%	5.3%	4.6%
O=C(NCC1CCCO1)C(=O)NCC(c1ccco1)N1CCN(c2ccccc2)CC1 (stereo unspecified)	1.5	1.3	-7.8%	6.3%	i	0.3	-3.2%	1.1	-4.7%	4.1%	1.5%
COc1ccc(CC(=O)OCc2cc3cccc(C)c3[nH]c2=O)cc1	-2.7	-2.9	-6.8%	-7.8%	i	6.7	-5.9%	1.1	-5.4%	-1.9%	1.6%
O=C(Cc1ccc([N+](=O)[O-])cc1)Nc1nccs1	nt	nt	nt	-10.9%	i	0.8	-5.2%	nt	nt	nt	0.9%
CCN(CC)S(=O)(=O)c1ccc(N2CCCCC2)c(NC(=O)/C=C/c2ccc(OC)c(OC)c2)c1	-89.6	-18.6	-13.2%	7.5%	i	1.1	-2.2%	1	19.9%	22.2%	5.1%
COc1ccccc1NC(=O)CSC1=NC(=O)C(NC(C)=O)C(=O)N1 (stereo unspecified)	-23.7	-11.1	2.1%	-1.7%	i	1.2	4.1%	1.2	-2.6%	1.3%	1.7%
CCOc1cc(/C=N/O)cc(Cl)c1OC	5.5	6.1	-6.3%	-7.9%	i	0.3	1.8%	1.1	-5.0%	-0.7%	8.6%
Cc1ccc(S(=O)(=O)NC(=O)c2ccc(-c3ccc(C)c4ccccc34)o2)cc1	-3.5	-13.3	-7.8%	6.0%	i	1.3	14.6%	1.1	27.3%	4.8%	-0.5%
Cc1nc2ncccn2c1-c1csc(Nc2cccc(C(=O)O)c2)n1	nt	nt	nt	0.4%	i	0.8	-2.5%	nt	nt	nt	2.1%
COc1cc(/C=N/n2c(=S)[nH]nc(C)c2=O)cc([N+](=O)[O-])c1O	-8.5	-4.8	-4.4%	6.0%	i	0.0	-9.2%	1	-7.9%	-13.3%	0.3%
COc1ccc(-c2nn(-c3ccccc3)cc2C(=O)Nc2ccc(C(=O)O)cc2)cc1OC	nt	nt	nt	-8.7%	i	3.4	2.4%	nt	nt	nt	8.7%
COc1ccc(CCNC(=O)c2csc3c2CCCC3)cc1	-2.8	-23.5	-5.0%	2.9%	i	0.8	-1.8%	1.2	-3.5%	3.4%	3.9%
